D2 antagonist: antagonists of human D2 dopamine receptor | HEK293 TREx D2 cells, calcium flux, dopamine EC80 | inhibition, % at 10 µM | 340,000 tested, 2% active | AID 485344; in the data active = inhibition above about 30%; note: 0% is about no effect
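Read-out: kinetic calcium fluorescence (1 cycle/s) in inducible HEK293 T-REx D2 cells after an EC80 dopamine addition that followed 180 s compound preincubation. Loss of the dopamine response indicates antagonism.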
TrxR1 inh: inhibitors of rat thioredoxin reductase 1; 390,000 tested, 1% active; recombinant rTrxR1, NADPH fluorescence consumption, selenite substrate; Potency, µM (titrated, usually from 114 µM), inactives show at the highest dose activity change, negative = inhibition, usual class: inhibitors; O89049; note: potency is the fitted concentration of half-maximal effect; % is set by controls: 0 for no effect and ±100 for the full control effect; nearly all actives have a fitted effect of over 65% in size
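Rat TrxR1 (90 nM in the dispensed reagent) was pre-reduced with 400 uM NADPH for 5 min at room temperature, then incubated with compound for 15 min. After 400 uM selenite was added, NADPH fluorescence (Ex 340/Em 450 nm) was followed for 8 min.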
mIDH1 inhibitor: human IDH1 R132H inhibition; IDH1-R132H enzyme, NADPH consumption, diaphorase/resazurin fluorescence; 390,000 tested, 0.093% active; O75874; Potency, µM (top dose mostly 76.6 µM), without a hit: at the highest dose activity change, negative = inhibition, actives largely listed as inhibitors; note: potency is the fitted concentration of half-maximal effect; % is set by controls: 0 for no effect and ±100 for the full control effect; nearly all actives have a fitted effect of over 65% in size
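IDH1-R132H (0.5 ug/mL dispensed) in pH 7.5 Tris buffer was preincubated 30 min with compound, then given a substrate mix of 0.016 mM NADPH and 2 mM alpha-KG for 80 min at room temperature; remaining NADPH was read by diaphorase/resazurin fluorescence.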
TrxR1 substrate: rat thioredoxin reductase 1 substrate activity | purified TrxR1 substrate turnover, NADPH consumption readout | Potency, µM (highest dose often 114 µM), without a hit: at the top dose activity change, negative = substrate turnover | 390,000 tested, 0.01% active | AID 588456; note: potency is the fitted concentration of half-maximal effect; % is set by controls: 0 for no effect and ±100 for the full control effect; nearly all actives have a fitted effect of over 50% in size
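Rat TrxR1, dispensed at 90 nM, was prereduced with 400 uM NADPH (final) for 5 min at ~22 deg C, then incubated with compound 15 min before 400 uM selenite. A first-read NADPH fluorescence drop versus no-compound background flagged substrates.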
TRHR agonist: agonists of human TRH receptor. TRHR cells, calcium flux fluo-8, FDSS agonist mode. 360,000 tested, 0.18% active. activation, % at 2 µM; in the data active = activation above about 30%; note: 0% is about no effect
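Fluo-8-loaded TRHR cells; 10 s baseline, compound added, kinetic Ca2+ fluorescence read 1/s, agonist mode.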
USP1-UAF1 inh: inhibitors of human USP1/UAF1 deubiquitinase | AID 743255 | 390,000 tested, 0.23% active | recombinant USP1/UAF1, Ub-Rhodamine cleavage fluorescence | Potency, µM (series often up to 57.1 µM), without a hit: top-dose activity change, negative = inhibition, most hits filed as inhibitors; note: potency is the fitted concentration of half-maximal effect; % is set by controls: 0 for no effect and ±100 for the full control effect; nearly all actives have a fitted effect of over 60% in size; inactives centre near -12
Target sequence (O94782 whole entry, looked up): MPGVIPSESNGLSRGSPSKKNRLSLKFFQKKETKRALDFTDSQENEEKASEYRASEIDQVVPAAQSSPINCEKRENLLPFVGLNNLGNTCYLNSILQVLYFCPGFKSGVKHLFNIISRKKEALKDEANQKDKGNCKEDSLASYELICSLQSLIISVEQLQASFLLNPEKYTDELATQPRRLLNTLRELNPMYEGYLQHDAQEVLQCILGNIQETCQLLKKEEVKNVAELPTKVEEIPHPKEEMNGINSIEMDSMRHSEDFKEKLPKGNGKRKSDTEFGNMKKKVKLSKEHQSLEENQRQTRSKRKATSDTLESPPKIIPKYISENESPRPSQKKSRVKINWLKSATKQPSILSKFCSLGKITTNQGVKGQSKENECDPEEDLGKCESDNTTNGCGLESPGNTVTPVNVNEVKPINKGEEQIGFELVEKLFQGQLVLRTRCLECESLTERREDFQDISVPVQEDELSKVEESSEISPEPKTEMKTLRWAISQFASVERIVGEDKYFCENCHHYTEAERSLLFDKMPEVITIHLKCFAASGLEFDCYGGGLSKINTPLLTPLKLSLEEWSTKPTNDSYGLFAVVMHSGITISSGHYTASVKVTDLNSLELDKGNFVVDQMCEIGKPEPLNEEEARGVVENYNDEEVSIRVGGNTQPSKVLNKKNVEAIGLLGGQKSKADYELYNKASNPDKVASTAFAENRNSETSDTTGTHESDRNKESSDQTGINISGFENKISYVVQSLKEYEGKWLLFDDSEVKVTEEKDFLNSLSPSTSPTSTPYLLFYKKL
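In this screen, compounds sit with the deubiquitinase complex (1nM) for 15 min at room temperature before Ub-Rho is added at 150nM final. Fluorescence rise is then followed for 6 reads every 60 seconds.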
D2 agonist: activates the human D2 dopamine receptor | activation, % at 2 µM | AID 485358 | P14416 | 340,000 tested, 0.53% active | HEK293 T-REx D2 cells, calcium flux agonist mode;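 active = activation over 3 SD above normal in the single-dose calcium agonist read, cut at about 30% in these data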; note: 0% is about no effect
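Agonism scored from kinetic calcium signal (1 read/sec, 180 s) following compound pin transfer, after a 10 s baseline. Cells: HEK293 Trex line expressing inducible D2 receptor coupled to calcium, dye-loaded after overnight culture at 30 C.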
TRHR enhancer: TRH receptor (human) allosteric enhancement. TRHR cells, fluo-8 calcium fluorescence, EC20 TRH enhancement. enhancement, % at 2 µM. 360,000 tested, 0.66% active; in the data active = enhancement above about 30%; note: 0% is about no effect
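TRHR-expressing cells loaded with fluo-8 calcium dye were read kinetically (ex 480/em 530) during compound addition, then stimulated with an EC20 of TRH (10 nM final). Enhancement of the Gq-mediated intracellular calcium response was scored.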
Pin1 inhibitor: inhibitors of human Pin1. Q13526. Pin1 FP peptide displacement, HiFluor488, 10 min. Potency, µM (top dose mostly 115 µM), for inactives: top-dose activity, negative = inhibition, usual class: inhibitors. 390,000 tested, 0.009% active; active = well fitted inhibition curve with a large enough effect in the polarisation, with a control signal flat, not every such curve was filed as active; inconclusive = small, poorly fitted or top-dose-only effect, or effect the other way, or a change in a side signal; inactive = no such curve, though single readings can be large or run the other way; the % refers to the polarisation; note: potency is the fitted concentration of half-maximal effect; % is set by controls: 0 for no effect and ±100 for the full control effect
Target sequence (Q13526 whole entry, looked up): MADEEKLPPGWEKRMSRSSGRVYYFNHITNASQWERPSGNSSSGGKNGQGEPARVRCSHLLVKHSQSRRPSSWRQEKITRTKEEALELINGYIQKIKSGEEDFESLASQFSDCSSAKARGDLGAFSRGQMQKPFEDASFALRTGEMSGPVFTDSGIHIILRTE
Starred values were filed as active, the others as inactive; ? = inconclusive; . = no result given; [ ] = remark or other dose. Unless noted, calls come from the whole dose curve; as a rule, active = well fitted inhibition curve with a large enough effect; inconclusive = small, poorly fitted or top-dose-only effect; inactive = no such curve, though single readings can be large or run the other way.

SMILES | D2 antagonist | TrxR1 inh | mIDH1 inhibitor | TrxR1 substrate | TRHR agonist | USP1-UAF1 inh | D2 agonist | TRHR enhancer | Pin1 inhibitor
CC(C)C(=O)Nc1c(-c2cccc(Cl)c2)c(=O)c2ccccc2n1C | . | 19%[57.1 µM] | 14% | -14% | -0.8 | -2% | . | 9 | -2%
NS(=O)(=O)c1cccc(NC(=S)NC(=O)C23CC4CC(CC(C4)C2)C3)c1 | 9 | 40µM* | 6% | -10% | 0.7 | -17% | -0.3 | 6 | 0%
Cc1ccc2nc3c(cc(C(=O)NC4CCCC4)c(=N)n3C(C)C)c(=O)n2c1 | . | 150%[activator] | -7% | 642%[activator] | -0.4 | -4% | 0.3 | 1 | 2%
O=C(COC(=O)c1ccccc1Br)NCCC1=CCCCC1 | -23 | 38%[activator][57.1 µM] | 7% | 16%[57.1 µM] | -1.3 | -12% | -0.4 | 12 | -3%
Cc1ccsc1C(=O)OCC(=O)N1CCN(C(=O)c2ccco2)CC1 | 20 | 9%[57.1 µM] | -7% | 7%[57.1 µM] | 0.4 | 3% | 2.2 | -2 | 3%
COc1cccc(C2CC(c3ccccc3Cl)n3nnnc3N2)c1 (stereo not given) | -4 | 2%[57.1 µM] | 1% | 13%[57.1 µM] | -0.4 | -6% | 0.2 | -6 | 1%
O=C(OC1CCOC1=O)c1cc(Cl)ccc1[N+](=O)[O-] (stereo not given) | 23 | 15% | 0% | 0% | 0.2 | -16% | 0.8 | -8 | -12%
COc1cccc(CNC(=O)[C@H](CC(C)C)NC(=O)N2CCn3c2nc2ccccc23)c1 | -1 | 11% | 6% | 4% | 0.2 | -27% | 0.4 | -6 | -2%
O=C(NC1CCN(S(=O)(=O)c2ccccc2F)CC1)c1cccnc1 | 5 | 12% | -10% | -2% | -0.3 | 2% | 2.2 | -1 | -11%
COc1cccc(N2CCN(C(=O)c3ccc4nc[nH]c4c3)CC2)c1 | 11 | 22% | -12% | 5% | -0.5 | -21% | 2.2 | 4 | 6%
O=C1CCCc2c1cc(C(=O)NCc1ccco1)c(=O)n2-c1ccc(Cl)cc1 | 4 | ? | 5% | 0% | 0.6 | -6% | -0.4 | 5 | 1%
Cc1cccc(Cn2cnc3c(nnn3Cc3ccccc3F)c2=O)c1 | -13 | 11% | 2% | 3% | -0.4 | -8% | -0.5 | -1 | 12%
O=C(CN(Cc1ccc(F)cc1)C(=O)CCC(=O)Nc1ccccn1)NCCc1ccccc1 | -6 | 2% | 5% | -4% | 0.1 | -12% | 0.5 | -1 | -4%
Cn1c(C(=O)N[C@@H](C(=O)O)c2ccccc2)cc2cc(Cl)ccc21 | -9 | -5% | -2% | 2% | 0.9 | -19% | 0.6 | 0 | ?
Cc1cc(C(=O)OCC(=O)Nc2ccccc2F)c(C)o1 | 15 | -8% | 2% | -4% | -0.6 | 5% | 0.0 | -4 | -12%
Nn1c(SCC(=O)Nc2ccc(F)c(F)c2)nnc1C1CCCCC1 | 11 | 5%[57.1 µM] | 1% | 9%[57.1 µM] | -0.2 | -5% | -0.3 | -2 | -1%
CCN(CC(=O)Nc1ccc2c(c1)OCCO2)C(=O)/C=C/c1ccc(OC)c(OC)c1 | -8 | 7% | 3% | 7% | -0.4 | -23% | -0.4 | 1 | -9%
Cc1c(Cl)cccc1-n1ccnc1SCC(=O)O | -6 | 4% | 4% | -7% | 0.2 | 6% | -0.7 | 3 | 0%
C[C@H](CO)N1C[C@H](C)[C@@H](CN(C)Cc2ccc(Oc3ccccc3)cc2)Oc2c(NC(=O)c3ccncc3)cccc2C1=O | . | 3%[57.1 µM] | -12% | -10%[57.1 µM] | . | -14% | . | . | 16%
O=C1c2ccccc2C(=O)N1CC#CCN1CCN(C2CCCCC2)CC1 | -1 | ? | 6% | 9%[57.1 µM] | -0.7 | 1% | 0.3 | 1 | 2%
Cc1ccc2nc(-c3ccccc3O)c(Nc3ccccc3C)n2c1 | . | 9% | 0% | -1% | 0.3 | -10% | 0.3 | -3 | 17%
O=C(CC(c1ccccc1)c1ccccc1)NCCOCc1ccccc1 | 29 | 5% | -1% | 1% | 0.7 | -21% | 0.7 | 12 | -4%
NS(=O)(=O)c1ccc(NCc2c(F)cccc2Cl)cc1 | -17 | -1% | 10% | -3% | -0.1 | -13% | -0.3 | 1 | 3%
CC(Sc1nnc(-c2cccnc2)n1N)C(=O)N1CCOCC1 (stereo not given) | 8 | 17% | 1% | 0% | 0.1 | 2% | 0.5 | -4 | -5%
O=C(NCCCN1CCOCC1)C(=O)NCCc1ccccc1 | -26 | -2%[57.1 µM] | 0% | -1%[57.1 µM] | -0.1 | -10% | 0.2 | 13 | -1%
COc1cccc(CNc2ccccc2O)c1OCc1ccccc1F | -3 | 17%[11.4 µM] | 26% | 10%[57.1 µM] | 1.2 | -14% | -0.6 | 3 | -3%
Cc1ccc(-n2nnnc2SCC(=O)Nc2ccc3c(c2)COC3=O)cc1C | -1 | 15%[57.1 µM] | -2% | 10%[57.1 µM] | 0.5 | -15% | 0.5 | -5 | 8%
CN(C)C(=O)Cn1c(SCC(=O)N2CCCc3ccccc32)nc2ccccc21 | -6 | 1% | 0% | -10% | -0.2 | -25% | 0.5 | -5 | -8%
COc1cccc(NC(=O)Cc2c(C(=O)O)[nH]c3ccccc23)c1 | 5 | 25% | 10% | 12%[57.1 µM] | 0.0 | -6% | 0.6 | 2 | 0%
COc1ccc(S(=O)(=O)N2CCN(C3CCCC(C)C3)CC2)cc1 (stereo not given) | -15 | -2%[57.1 µM] | 3% | -2%[57.1 µM] | -1.2 | -18% | -0.8 | 1 | -13%
CCOC(=O)C1CCN(c2cc3c(cc2NC(=O)c2ccccc2)n(C)c(=O)n3C)CC1 | 8 | 32%[57.1 µM] | 8% | -7%[57.1 µM] | -1.7 | -19% | 3.3 | 18 | -11%
CCOc1ccc(S(=O)(=O)c2cn(C)c3cc(OC)c(OC)cc3c2=O)cc1 | 4 | 19% | 14% | 3% | 0.2 | -21% | 0.0 | -8 | 2%
CCOC(=O)c1cnc2c(ccc3ccccc32)c1Nc1ccc(OCC)cc1 | . | 10% | -7% | -1% | -0.3 | ? | 0.0 | -8 | 5%
COc1ccc(CC(=O)NCc2ccc3c(c2)CCN3C(=O)c2ccc(Cl)cc2)cc1 | . | 9%[57.1 µM] | -21% | -2%[57.1 µM] | -0.4 | -10% | 0.1 | 0 | 12%
CCOC(=O)CC(=O)CSc1nc(-c2cccnc2)cc(C)c1C#N | -2 | -21%[57.1 µM] | -1% | -6% | 0.6 | -7% | -0.2 | -8 | -11%
O=C(Cn1c(-c2cscn2)nc2ccccc21)Nc1cc(F)ccc1F | 14 | -9%[57.1 µM] | 0% | 9%[57.1 µM] | -0.4 | -2% | -0.5 | -2 | 1%
CCSc1nnc2c(n1)OC(c1ccc(C)s1)Nc1ccccc1-2 (stereo not given) | . | 39%[activator] | -3% | 68%[activator] | -0.2 | -14% | -0.3 | -6 | -10%
CCc1cc2cccc(C)c2nc1SCC(=O)Nc1cc(C)on1 | -15 | -2%[57.1 µM] | -8% | -2%[57.1 µM] | 0.4 | -9% | 2.4 | 40* | 6%
CCc1nnc(SCC(=O)Nc2cccc(C(F)(F)F)c2)c2cc3oc(C)cc3n12 | . | 8% | -6% | 2% | 0.2 | -23% | 0.3 | 5 | 13%
COc1ccccc1Cc1nc2ccccc2nc1SCC(=O)NCCc1ccccc1 | . | 8%[57.1 µM] | 21% | 3%[57.1 µM] | -0.4 | -18% | 0.3 | 0 | 16%
Cc1ccc(Cl)cc1NC(=O)COC(=O)Cn1cnc2c1c(=O)n(C)c(=O)n2C | 8 | -4%[57.1 µM] | -6% | 3%[57.1 µM] | 0.4 | 5% | -0.3 | -5 | -4%
O=C1C=C(c2cccc(Br)c2)C[C@@H](c2ccc(Cl)cc2)C1 | . | 2% | -14% | -3% | . | -14% | . | . | 2%
CC(OC(=O)COc1ccccc1[N+](=O)[O-])C(=O)Nc1ccc(N2CCOCC2)cc1 (stereo not given) | . | 9% | 2% | 10%[57.1 µM] | 0.8 | -19% | . | 2 | -3%
CCc1nc(SCc2ccc(OCC(C)C)cc2)n[nH]1 | -2 | 3% | 5% | 1% | 0.2 | -12% | -0.5 | 0 | -1%
COc1cc2c(cc1OC)C(=O)N1[C@H]3c4cc(Cl)ccc4OC[C@@H]3[C@H](c3ccccc3)[C@]1(C)C(=O)N2 | -7 | 27%[57.1 µM] | -18% | -12% | 0.3 | 17% | -1.2 | 0 | 17%
CCn1cc(C(=O)N2CCCC2)c(=O)c2cc(S(=O)(=O)N3CCOCC3)ccc21 | 7 | 7%[57.1 µM] | 0% | 4%[57.1 µM] | 0.0 | 1% | 0.3 | -3 | 3%
Cc1ccc(-n2ncc3c(NCCCN4CCCC4=O)ncnc32)c(C)c1 | -1 | 16% | 14% | 11% | -0.8 | -11% | 0.2 | -3 | 2%
c1ccc(CNc2c3c(nc4ncnn24)CCC3)cc1 | . | 20% | 6% | 8% | -1.4 | -23% | . | 5 | -8%
Cc1cc(C)cc(N(CCC#N)C(=O)CN2C(=O)NC3(CCCC3)C2=O)c1 | -1 | 24% | 5% | 6% | 1.2 | -14% | 1.6 | 4 | -12%

An excerpt, so the mix of outcomes need not match the whole.
